T cell modulator – T cell immune modulators affecting CD8 T cell-vesicle binding; 2C CD8+ T cell-vesicle binding, flow cytometry; stronger effect = lower value; calls only at 7 µM; 0.068% of 330,000 active; AID 2052;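 active = response, share of CD8 T cells binding vesicles, and their 90th percentile fluorescence all below set limits, cut at about 80% in these data, passing the limit was not always enough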
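Read-out – percent CD8+ FL2 mean versus row control · System – murine 2C transgenic CD8+ T lymphocytes · Times – 1.5 h cell–vesicle binding at 37 °C, then 20 min icy labelling · Control set – naked vesicles low, QL9 vesicles with vehicle high · Detection – cytometric PE anti-B7-1 and Alexa647 anti-CD8 signals after 1% paraformaldehyde fixation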
b-catenin transl – alters nuclear translocation of beta-catenin in HeLa cells | 0.3% of 190,000 active | nuclear translocation activity, % at 5 µM | immunofluorescence imaging;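 active = nuclear translocation activity above 50% at 5 µM, with a well cell count of 50 or more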;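 note: per-cell ratio of nuclear to cytoplasmic median beta-catenin stain intensity; plate controls were DMSO negative control for no effect and GSK-3 inhibitor IX positive control for full effect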
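Assay system: human HeLa cells, native beta-catenin; doses: 5 µM primary, 0.02–20 µM confirmation; incubation: compound treatment 24 h, 37°C, 5% CO2; technique: fluorescence imaging of beta-catenin antibody stain plus DAPI; measure: % activation, nuclear-to-cytoplasmic median beta-catenin signal ratio per cell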
RSV antiviral HEp-2 – inhibition of RSV-induced cytopathic effect – HEp-2 cells, primary 10 µM value included (AID 2391); HEp-2 cells, RSV-induced CPE inhibition; higher % means a stronger effect; CPE inhibition, % at 10 µM, or IC50 in µM where a hit was titrated; 0.13% of 310,000 active; in the data active = a potency from the dose series; note: strong numbers were not always called active
Myeloid diff 2 – promotes myeloid progenitor differentiation; ER-HoxA9 myeloid progenitors, lysozyme-GFP differentiation, flow cytometry; calls only at 10 µM; 1% of 360,000 active; AID 624256;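 active = normalized GFP-positive differentiation at or above the plate's own cutoff, the solvent-only control mean plus 3 SD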;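 note: cells exposed to compound for four days before flow analysis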
MgcRacGAP inhibition – MgcRacGAP GTPase-activating activity inhibitors, confirmation, biochemical, ADP Hunter fluorescence; MgcRacGAP-stimulated Rac1 GTP hydrolysis, ADP Hunter fluorescence; higher % means a stronger effect; GST-tagged Rac1 F28L mutant substrate; one-dose inhibition, % at 30 µM; IC50 in µM for titrated hits; 0.6% of 340,000 active; AID 624330;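 active = first-screen hits whose inhibition reached a set limit at any dose in the follow-up dose series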;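 note: fluorescence reports GDP produced by GAP-driven GTP hydrolysis; strong numbers were not always called active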
West Nile virus CPE – West Nile virus antiviral activity, cell-based, CPE readout (AID 1621); West Nile virus-infected cells, CPE inhibition; higher % means a stronger effect; CPE inhibition, % at 10 µM; hits with a dose series show IC50 in µM; 0.02% of 290,000 active; in the data active = a potency from the dose series; note: strong numbers were not always called active
WT yeast gro inh – growth inhibition of WT yeast, mitochondrial fusion screen; inhibition, % at 10 µM; mitochondrial fusion phenotypic screen, WT strain; 2.1% of 190,000 active; in the data active = inhibition above about 58%; tested in S. cerevisiae
Large T inhibition – SV40 large T antigen inhibitors, biochemical (AID 1903) | inhibition, % at 20 µM, or IC50 in µM where a hit was titrated | 0.39% of 310,000 active | SV40 large T antigen ATPase/helicase inhibition assay; higher % means a stronger effect; in the data active = a potency from the dose series; note: strong numbers were not always called active
PhoP inhibition – inhibitors of PhoP regulon expression, primary screen, Salmonella Typhimurium, GFP reporter (AID 1863); S. Typhimurium PhoP-regulated promoter GFP reporter, 4 h; higher % means a stronger effect; inhibition, % at 50 µM; hits with a dose series show IC50 in µM; 0.16% of 300,000 active;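 active = inhibition over 29.93%, a cutoff 3 SD above the screen mean, later confirmed by dose response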;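 note: 0% = low Mg2+ inducing control and 100% = high Mg2+ repressing control; strong numbers were not always called active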
WT yeast gro inh mutant strain – also measured in WT yeast gro inh; calls as there; inhibition, %; mitochondrial fusion phenotypic screen, mutant strain inhibition
b-catenin transl cell count 5 µM – further read-out of b-catenin transl, marked with its call; cell count; measured here: cell count, cytotoxicity flag
T cell modulator vesicle-bound % – further read-out of T cell modulator, marked with its call; double positive events, %; measured here: CD8+ vesicle-bound cell fraction;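 binding gate set so that unloaded-vesicle control wells show 10% double positive cells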
Myeloid diff 2 GFP+ MAC1+ % – second read-out of Myeloid diff 2, no call of its own (marks repeat the call); GFP+ MAC1+ double positive, %; measured here: differentiation confirmed by MAC1 staining
* hit, by the source's call. Rows are unselected; 3.6% or so of the library scored in one or more.

What do the screens show for `COc1ccc(CCNC(=O)COC(=O)Cn2cnc3c2c(=O)n(C)c(=O)n3C)cc1`?
T cell modulator: inactive; RSV antiviral HEp-2: 2.9%; Myeloid diff 2: inactive; MgcRacGAP inhibition: 2%; T cell modulator vesicle-bound %: 41; Myeloid diff 2 GFP+ MAC1+ %: 0.3

Results for O=[N+]([O-])c1ccc(Sc2cccc3cccnc23)c2cccnc12 ?
T cell modulator: inactive; b-catenin transl: -3.2; RSV antiviral HEp-2: 0.8%; Myeloid diff 2: inactive; MgcRacGAP inhibition: 13%; West Nile virus CPE: -0.6%; WT yeast gro inh: 4; Large T inhibition: 15%; PhoP inhibition: -7%; WT yeast gro inh mutant strain: 14; b-catenin transl cell count 5 µM: 966; T cell modulator vesicle-bound %: 57; Myeloid diff 2 GFP+ MAC1+ %: 0.5

Results for COC(=O)C1=CN(Cc2ccc(OC)cc2)C=C(C(=O)OC)C1c1ccc(O)c(OC)c1 ?
T cell modulator: inactive; RSV antiviral HEp-2: 1.0%; Myeloid diff 2: inactive; MgcRacGAP inhibition: 3%; West Nile virus CPE: -1.5%; Large T inhibition: 3%; PhoP inhibition: -7%; T cell modulator vesicle-bound %: 51; Myeloid diff 2 GFP+ MAC1+ %: 0.2

Results for O=C(NCC1CC1)c1ccc(Oc2cc(Cl)cc(Cl)c2)o1 ?
T cell modulator: inactive; b-catenin transl: 3.1; RSV antiviral HEp-2: 2.2%; Myeloid diff 2: inactive; MgcRacGAP inhibition: 4%; West Nile virus CPE: -0.6%; Large T inhibition: 9%; PhoP inhibition: -9%; b-catenin transl cell count 5 µM: 1113; T cell modulator vesicle-bound %: 48; Myeloid diff 2 GFP+ MAC1+ %: 0.6

Results for COc1cc2cc(C(N)=O)c(N)nc2cc1OC ?
T cell modulator: inactive; b-catenin transl: -2.5; RSV antiviral HEp-2: 0.2%; Myeloid diff 2: inactive; MgcRacGAP inhibition: 16%; Large T inhibition: 18%; PhoP inhibition: -7%; b-catenin transl cell count 5 µM: 918; T cell modulator vesicle-bound %: 13; Myeloid diff 2 GFP+ MAC1+ %: 1.1

Results for CN(C)c1ccc(CNC(=O)CCS(=O)(=O)c2ccc3c(c2)oc(=O)n3C)cc1 ?
T cell modulator: inactive; RSV antiviral HEp-2: 3.6%; Myeloid diff 2: inactive; MgcRacGAP inhibition: 1%; West Nile virus CPE: -0.2%; Large T inhibition: 13%; PhoP inhibition: -7%; T cell modulator vesicle-bound %: 39; Myeloid diff 2 GFP+ MAC1+ %: 0.0

How did COCc1cc(Sc2c(Cl)cccc2Cl)nc(-c2ccccc2)n1 do in these assays?
T cell modulator: inactive; b-catenin transl: 2.0; RSV antiviral HEp-2: 6.5%; Myeloid diff 2: inactive; MgcRacGAP inhibition: 5%; West Nile virus CPE: -0.3%; WT yeast gro inh: 11; Large T inhibition: -17%; PhoP inhibition: 6%; WT yeast gro inh mutant strain: 6; b-catenin transl cell count 5 µM: 1394; T cell modulator vesicle-bound %: 32; Myeloid diff 2 GFP+ MAC1+ %: 0.5

Results for COc1ccc(C(=O)Nc2ccc(C(=O)NCC3CCCO3)cc2)c(OC)c1OC (centres undefined) ?
T cell modulator: inactive; RSV antiviral HEp-2: 0.2%; Myeloid diff 2: inactive; MgcRacGAP inhibition: 5%; West Nile virus CPE: -0.1%; Large T inhibition: 6%; PhoP inhibition: -1%; T cell modulator vesicle-bound %: 60; Myeloid diff 2 GFP+ MAC1+ %: 0.5

How did Cc1[nH]c(=O)cc2ccccc12 do in these assays?
T cell modulator: inactive; b-catenin transl: 0.1; RSV antiviral HEp-2: -1.6%; Myeloid diff 2: inactive; MgcRacGAP inhibition: 8%; West Nile virus CPE: 0.0%; WT yeast gro inh: 7; Large T inhibition: 11%; PhoP inhibition: -3%; WT yeast gro inh mutant strain: 1; b-catenin transl cell count 5 µM: 736; T cell modulator vesicle-bound %: 9; Myeloid diff 2 GFP+ MAC1+ %: 1.3

Results for CN1CCN(S(=O)(=O)c2ccc(N)cc2)CC1 ?
T cell modulator: inactive; b-catenin transl: -0.9; RSV antiviral HEp-2: 0.7%; Myeloid diff 2: inactive; MgcRacGAP inhibition: -1%; West Nile virus CPE: 0.2%; WT yeast gro inh: -9; Large T inhibition: 6%; PhoP inhibition: 29%; WT yeast gro inh mutant strain: -10; b-catenin transl cell count 5 µM: 1220; T cell modulator vesicle-bound %: 46; Myeloid diff 2 GFP+ MAC1+ %: 2.2

What do the screens show for `Cc1cc(C)cc(NC(=O)CN2CCN(c3ccccn3)CC2)c1`?
T cell modulator: inactive; RSV antiviral HEp-2: 1.2%; Myeloid diff 2: inactive; MgcRacGAP inhibition: 8%; West Nile virus CPE: -0.5%; Large T inhibition: 5%; PhoP inhibition: -7%; T cell modulator vesicle-bound %: 55; Myeloid diff 2 GFP+ MAC1+ %: 0.8

Results for O=C1[C@@H]2CSCN2C(=O)CN1Cc1c(F)cccc1Cl ?
T cell modulator: inactive; RSV antiviral HEp-2: 1.8%; Myeloid diff 2: inactive; MgcRacGAP inhibition: 4%; West Nile virus CPE: -0.3%; Large T inhibition: 6%; PhoP inhibition: 6%; T cell modulator vesicle-bound %: 45; Myeloid diff 2 GFP+ MAC1+ %: 0.3

What do the screens show for `CC(=O)Nc1ccc(C2=NN(CC#N)C(=O)SC2)cc1`?
T cell modulator: inactive; b-catenin transl: -2.5; RSV antiviral HEp-2: 2.0%; Myeloid diff 2: inactive; MgcRacGAP inhibition: 6%; West Nile virus CPE: 0.1%; WT yeast gro inh: -13; Large T inhibition: 7%; PhoP inhibition: 3%; WT yeast gro inh mutant strain: -23; b-catenin transl cell count 5 µM: 1378; T cell modulator vesicle-bound %: 19; Myeloid diff 2 GFP+ MAC1+ %: 1.9

What do the screens show for `Cc1ccc(N=C/C(C(=O)C(F)(F)F)=C(\O)c2cccs2)cc1`?
T cell modulator: inactive; RSV antiviral HEp-2: 2.0%; Myeloid diff 2: inactive; MgcRacGAP inhibition: 7%; West Nile virus CPE: 0.1%; WT yeast gro inh: 12; Large T inhibition: 13%; PhoP inhibition: -5%; WT yeast gro inh mutant strain: -9; T cell modulator vesicle-bound %: 20; Myeloid diff 2 GFP+ MAC1+ %: 0.7

Results for COc1ccccc1NC1=C(NC(C)=O)C(=O)c2ccccc2C1=O ?
b-catenin transl: -2.6; Myeloid diff 2: inactive; MgcRacGAP inhibition: 4%; West Nile virus CPE: -1.7%; WT yeast gro inh: 10; Large T inhibition: 11%; PhoP inhibition: 12%; WT yeast gro inh mutant strain: 6; b-catenin transl cell count 5 µM: 1083; Myeloid diff 2 GFP+ MAC1+ %: 0.2

A stretch of the results above:
What do the screens show for `CC(=O)Nc1ccc(C2=NN(CC#N)C(=O)SC2)cc1`?
T cell modulator: inactive; b-catenin transl: -2.5; RSV antiviral HEp-2: 2.0%; Myeloid diff 2: inactive; MgcRacGAP inhibition: 6%; West Nile virus CPE: 0.1%; WT yeast gro inh: -13; Large T inhibition: 7%; PhoP inhibition: 3%; WT yeast gro inh mutant strain: -23; b-catenin transl cell count 5 µM: 1378; T cell modulator vesicle-bound %: 19; Myeloid diff 2 GFP+ MAC1+ %: 1.9

What do the screens show for `Cc1ccc(N=C/C(C(=O)C(F)(F)F)=C(\O)c2cccs2)cc1`?
T cell modulator: inactive; RSV antiviral HEp-2: 2.0%; Myeloid diff 2: inactive; MgcRacGAP inhibition: 7%; West Nile virus CPE: 0.1%; WT yeast gro inh: 12; Large T inhibition: 13%; PhoP inhibition: -5%; WT yeast gro inh mutant strain: -9; T cell modulator vesicle-bound %: 20; Myeloid diff 2 GFP+ MAC1+ %: 0.7

Results for COc1ccccc1NC1=C(NC(C)=O)C(=O)c2ccccc2C1=O ?
b-catenin transl: -2.6; Myeloid diff 2: inactive; MgcRacGAP inhibition: 4%; West Nile virus CPE: -1.7%; WT yeast gro inh: 10; Large T inhibition: 11%; PhoP inhibition: 12%; WT yeast gro inh mutant strain: 6; b-catenin transl cell count 5 µM: 1083; Myeloid diff 2 GFP+ MAC1+ %: 0.2

Next section:
Results for COc1ccc(N2CCN(C(C)C(=O)N3CCc4ccccc43)CC2)cc1 (centres undefined) ?
T cell modulator: inactive; RSV antiviral HEp-2: 1.4%; Myeloid diff 2: inactive; MgcRacGAP inhibition: 20%; West Nile virus CPE: 0.0%; Large T inhibition: 28%; PhoP inhibition: -1%; T cell modulator vesicle-bound %: 19; Myeloid diff 2 GFP+ MAC1+ %: 3.2

How did CC(C)(C)N(Cc1ccccc1)C(=O)c1ccc2c(c1)OCCO2 do in these assays?
T cell modulator: inactive; b-catenin transl: -3.4; RSV antiviral HEp-2: -0.8%; Myeloid diff 2: inactive; MgcRacGAP inhibition: 14%; West Nile virus CPE: -0.4%; WT yeast gro inh: 10; Large T inhibition: 3%; PhoP inhibition: -18%; WT yeast gro inh mutant strain: 46; b-catenin transl cell count 5 µM: 1045; T cell modulator vesicle-bound %: 27; Myeloid diff 2 GFP+ MAC1+ %: 0.9

What do the screens show for `CC(=O)Nc1cc(C(=O)OCC(=O)c2ccc(C)cc2)ccc1C`?
T cell modulator: inactive; b-catenin transl: 0.8; RSV antiviral HEp-2: 2.2%; Myeloid diff 2: inactive; MgcRacGAP inhibition: -1%; West Nile virus CPE: -0.7%; WT yeast gro inh: -21; Large T inhibition: 4%; PhoP inhibition: -1%; WT yeast gro inh mutant strain: 0; b-catenin transl cell count 5 µM: 472; T cell modulator vesicle-bound %: 44; Myeloid diff 2 GFP+ MAC1+ %: 0.7

How did CCN1CCCC(OC(=O)Nc2ccccc2)C1 (centres undefined) do in these assays?
T cell modulator: inactive; b-catenin transl: -1.7; RSV antiviral HEp-2: 0.0%; Myeloid diff 2: inactive; MgcRacGAP inhibition: 2%; West Nile virus CPE: -0.3%; WT yeast gro inh: 14; Large T inhibition: -6%; PhoP inhibition: -1%; WT yeast gro inh mutant strain: 9; b-catenin transl cell count 5 µM: 1367; T cell modulator vesicle-bound %: 1; Myeloid diff 2 GFP+ MAC1+ %: 1.4

What do the screens show for `O=C(NCCCN1CCOCC1)c1cc(-c2ccccc2)on1`?
T cell modulator: inactive; b-catenin transl: -1.8; RSV antiviral HEp-2: -1.9%; Myeloid diff 2: inactive; MgcRacGAP inhibition: 4%; West Nile virus CPE: 0.3%; WT yeast gro inh: -3; Large T inhibition: 1%; PhoP inhibition: 1%; WT yeast gro inh mutant strain: -3; b-catenin transl cell count 5 µM: 1082; T cell modulator vesicle-bound %: 33; Myeloid diff 2 GFP+ MAC1+ %: 2.0

High-throughput results as filed in PubChem.
